# Pol eta inh: DNA polymerase eta (human) inhibition. Q9Y253. recombinant Pol eta, fluorescent DNA replication assay. Potency, µM (titrated, usually from 114 µM), for the others: at the top dose activity change, negative = inhibition, hits mostly inhibitors. 390,000 compounds, 1.2% hits; note: % is set by controls: 0 for no effect and ±100 for the full control effect
#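 Pol eta at 10 nM preincubated with compounds 15 min at room temperature; reaction started with fluorescent substrate (50 nM final) and read kinetically at 0 and 10 min.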
# POLK inh: DNA polymerase kappa (human) inhibition; purified Pol kappa, fluorescent DNA synthesis assay, 10 min; Potency, µM (highest dose often 107 µM), for inactives: top-dose activity, negative = inhibition, most hits filed as inhibitors; 400,000 compounds, 0.53% hits; AID 588579; note: % is set by controls: 0 for no effect and ±100 for the full control effect
#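 Kinetic fluorescence screen: compound preincubated 15 min RT with 10 nM enzyme; 50 nM substrate (final) initiates; reads at 0/10 min.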
# APE1 inh: blocks human APE1 abasic DNA cleavage. P27695. recombinant APE1, TAMRA/BHQ-2 abasic DNA cleavage fluorescence. Potency, µM (doses to about 65.8 µM), without a hit: top-dose activity change, negative = inhibition, usual class: inhibitors. 350,000 compounds, 0.35% hits. AID 2517;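 note: plate controls were vehicle for no effect and reference inhibitor for full effect; nearly all actives have a fitted effect of over 55% in size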
# Target sequence (P27695 whole entry, looked up): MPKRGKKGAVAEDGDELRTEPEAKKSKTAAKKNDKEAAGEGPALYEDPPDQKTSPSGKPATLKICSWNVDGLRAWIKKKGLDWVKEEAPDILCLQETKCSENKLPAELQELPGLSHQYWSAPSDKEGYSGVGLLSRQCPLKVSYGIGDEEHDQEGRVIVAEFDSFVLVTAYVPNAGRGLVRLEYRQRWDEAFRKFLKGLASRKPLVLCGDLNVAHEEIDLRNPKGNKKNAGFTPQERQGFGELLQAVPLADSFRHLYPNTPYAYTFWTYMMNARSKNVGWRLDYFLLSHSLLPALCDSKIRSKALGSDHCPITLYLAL
#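 Step 1: APE1 (0.75 nM) with compound, 15 min RT. Step 2: add 50 nM fluorophore/quencher THF duplex. Step 3: three fluorescence reads 60 s apart (525/598 nm); read 3 minus read 1 = reaction progress.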
# Pol iota inh: blocks human DNA polymerase iota activity. Q9UNA4. Pol iota fluorescent replication assay, 10 min. Potency, µM (top dose mostly 115 µM), for inactives: top-dose activity, negative = inhibition, usual class: inhibitors. 390,000 compounds, 1% hits
#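 Pol iota at 10 nM preincubated 15 min with compounds at room temperature; reaction started with fluorescent substrate, 50 nM final. Fluorescence read kinetically at 0 and 10 min; buffer-only wells as negative control.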
# G9a block: inhibitors of human histone lysine methyltransferase G9a; Q96KQ7; G9a H3K9 monomethylation, AlphaScreen, 2 h; Potency, µM (titrated, usually from 102 µM), for inactives: at the top dose activity, negative = inhibition, actives largely listed as inhibitors; 350,000 compounds, 8.8% hits; note: % is set by controls: 0 for no effect and ±100 for the full control effect; nearly all actives have a fitted effect of over 75% in size
# Target sequence (Q96KQ7 913-1193 limits assumed): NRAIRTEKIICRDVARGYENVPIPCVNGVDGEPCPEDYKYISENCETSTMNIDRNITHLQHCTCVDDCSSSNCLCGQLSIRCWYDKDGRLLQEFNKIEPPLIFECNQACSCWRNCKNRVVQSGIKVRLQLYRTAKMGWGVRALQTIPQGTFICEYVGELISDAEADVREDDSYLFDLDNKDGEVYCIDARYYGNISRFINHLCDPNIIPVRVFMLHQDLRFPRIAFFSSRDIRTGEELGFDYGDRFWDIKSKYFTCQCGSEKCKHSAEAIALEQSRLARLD
#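 Chemiluminescent proximity detection of H3K9 monomethylation, read after 10 min bead incubation in the dark. Reaction: 20 nM G9a, 500 nM biotin-H3K9 peptide, 20 uM SAM cofactor, 2 h, room temperature, following 15 min enzyme-compound preincubation.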
# Pol beta inh: DNA polymerase beta (human) inhibition; Potency, µM (series often up to 114 µM), for the others: at the highest dose activity change, negative = inhibition, actives largely listed as inhibitors; Pol beta primer extension/strand displacement, fluorescence kinetic; 340,000 compounds, 1.3% hits; P06746; note: % is set by controls: 0 for no effect and ±100 for the full control effect
#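 Preincubation: enzyme (10 nM) with compound, 15 min, RT. Reaction: substrate added to 50 nM final. Reads: 0 and 10 min. Analysis: normalized, Hill fit.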
# Anesthetic bind: candidate novel general anesthetic via apoferritin binding; P02791; apoferritin/1-aminoanthracene competitive binding, fluorescence; 350,000 compounds, 0.074% hits; Potency, µM (series often up to 77.5 µM), without a hit: at the top dose activity change, negative = displacement, usual class: inhibitors; note: % is set by controls: 0 for no effect and ±100 for the full control effect; nearly all actives have a fitted effect of over 20% in size
# Target sequence (P02791 2-175 limits assumed): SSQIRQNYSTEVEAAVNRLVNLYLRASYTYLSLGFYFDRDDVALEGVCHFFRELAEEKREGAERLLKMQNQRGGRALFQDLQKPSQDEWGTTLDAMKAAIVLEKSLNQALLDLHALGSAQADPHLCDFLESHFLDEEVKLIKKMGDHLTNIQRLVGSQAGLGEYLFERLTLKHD
#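 10 uM apoferritin + 50% sat. 1-AMA, PBS; cpd 10 min RT; Ex380/Em535 endpoint; normalized to free probe vs complex; 4-param Hill fit; propofol titration as pos. ctrl.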
# BLM inh: Bloom syndrome helicase (human) inhibition. Potency, µM (titrated, usually from 56.1 µM), inactives show at the highest dose activity change, negative = inhibition, actives largely listed as inhibitors. 350,000 compounds, 0.2% hits. AID 2528. recombinant BLM DNA unwinding, fluorescence dequenching;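 note: plate controls were vehicle for no effect and no enzyme for full effect; nearly all actives have a fitted effect of over 35% in size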
# BAZ2B block: inhibitors of human BAZ2B bromodomain. 360,000 compounds, 4.4% hits. AlphaScreen BAZ2B-H3K14Ac peptide displacement. Potency, µM (titrated, usually from 114 µM), for inactives: top-dose activity change, negative = inhibition, usual class: inhibitors. AID 504333; note: % is set by controls: 0 for no effect and ±100 for the full control effect; nearly all actives have a fitted effect of over 60% in size
#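 Protein-peptide AlphaScreen: BAZ2B 50 nM, b-H3K14Ac 50 nM, 1x PBS pH 7.4 + 0.01% Tween-20. Preincubation 30 min RT; cpd 30 min RT (top 110 uM); beads 20 min RT, light-protected.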
# An asterisk follows results filed as active; ? = inconclusive; . = no result given; & = joins results of further samples; [ ] = dose if it differs, or a comment. Calls come from the whole dose curve; as a rule, active = well fitted curve in the direction sought with a large enough effect; inconclusive = small, poorly fitted or top-dose-only effect, or another doubt; inactive = no such curve, though single readings can be large; an effect the other way counts as inactive or inconclusive. Potency is the fitted concentration of half-maximal effect. A portion of the library (hit frequency here may not be typical).
SMILES,Pol eta inh,POLK inh,APE1 inh,Pol iota inh,G9a block,Pol beta inh,Anesthetic bind,BLM inh,BAZ2B block
O=C1CC(c2ccc(Cl)cc2)n2nc(N3C(=O)CCC3=O)nc2N1 (stereo unspecified),3%,-4%,-5%,?,?,33%,-14%,1%,-4%
CC(C)(C)c1ccc(C(=O)O/N=C(\N)c2ccccn2)cc1,-23%,-7%,27%,54%[activator],7%,5%,-11%,-8%,3%
O=C(NCc1ccco1)c1cc(NS(=O)(=O)c2cccc([N+](=O)[O-])c2)ccc1O,-5%,-10%,4%,10%,50µM*,-22%,-19%,-5%,?
Cc1ccc(NC(=O)NCCCN2CCCC2=O)cc1C,5%,2%,-11%,6%,.,7%,-4%,0%,6%
Cc1ccc(CNC(=O)CCC2CCCN(Cc3cccc4cccnc34)C2)o1 (stereo unspecified),-13%,-6%,1%,19%,40µM*,0%,-10%,-2%,?
CCOC(=O)Cc1csc(NS(=O)(=O)c2cccc([N+](=O)[O-])c2)n1,-1%,2%,-3%,8%,-7%[0.501 µM],-10%,-5%,-4%,-6%
COc1cccc(NC(=O)CNC(=O)Cn2cnc3sc4c(c3c2=O)CCCC4)c1,-16%,-1%,46%,1%,13%,-25%,?,-3%,-17%
Cc1ccccc1N/N=C/c1ccc(C#N)cc1,-23%,-5%,-7%,25%,10µM*,10%,-12%,-3%,?
O=C(NCCc1ccc(Cl)cc1)C1(c2cccs2)CCOCC1,-6%,-9%[60.1 µM],.,-4%,11%[59 µM],4%,0%,-2%,1%
Cc1ccc(C(=O)c2cn(CC(=O)Nc3ccc(C)cc3Cl)c3nc(C)ccc3c2=O)cc1,-5%,0%,.,2%,-35%[59 µM],-15%,6%,-12%,8%[57.1 µM]
COc1ccc(/C=N/NC(=O)c2cccc(NC(C)=O)c2)c(OC)c1,12%,-5%,-5%,47%[activator],128%[activator][59 µM],?,-7%,-2%,-13%
CCOC(=O)CN(C(=O)CNC(=O)c1ccco1)C(C(=O)NC1CCCC1)c1ccccc1OCC (stereo unspecified),-11%,-4%,5%,?,-5%[59 µM],1%,-8%,-1%,0%
COc1ccccc1NC(=S)NC(=O)Cc1ccc(Cl)cc1,-16%,2%,6%,4%,-2%,40%,-1%,-2%,-2%
Cc1ccc(C(=O)Nc2cccc(NC(=O)c3cccnc3)c2)cc1,-16%,2%,82%[activator],39%[activator],12%,22%,1%,-2%,-5%
COC(=O)c1cc(-c2ccc(OC)c(OC)c2)c2c(=O)[nH]c(=O)n(C)c2n1,-5%,19%&0%,62%,7%&27%,20%,1%&15%,24%&37%,-4%&2%,-10%&1%
C/C(=N/NC(=O)CSc1nc2ccccc2n1C)c1ccc(O)cc1,-3%,-5%,-10%,19%,.,49%,?,1%,-4%
Cc1ccc(CN2C(=O)CCC2C(=O)NC(C)C)cc1 (stereo unspecified),-5%,-11%,-1%,3%,-49%,-3%,-3%,3%,41%[activator]
CCOC(=O)CSc1nc2cc(C(=O)N3CCCC3)ccc2c(=O)n1Cc1ccccc1,-11%,-22%,2%,23%,-25%[59 µM],0%,?,1%,-36%
CCOCCCN1CC(C(=O)NCCc2ccc(C)cc2)CC1=O (stereo unspecified),-14%,2%,8%,18%,.,29%,-5%,0%,10%
NCC(O)CC(=O)O (stereo unspecified),.,-3%[60.1 µM],3%,.,-6%[2.33 µM],.,8%,-6%,.
CC(=O)Nc1ccc(/C=N/OCC(=O)Nc2ccc(C)cc2)cc1,-3%,-1%,-3%,17%,10%[59 µM],19%,-4%,1%,-1%
Cc1ccccc1C(=O)Oc1ccc(Sc2ccc(O)cc2)cc1,.,.,-8%,.,3%[2.33 µM],8%,?,-16%,-3%
Cc1cc(O)c(C2(O)C(=O)Nc3cc(Br)ccc32)cc1C (stereo unspecified),-21%,-14%,43%,11%,-44%,5%,?,-7%,-22%
O=C(CSc1nccn1C1CCCC1)Nc1cccc(F)c1,-11%,-12%[60.1 µM],.,5%,-16%[59 µM],-4%,5%,0%,79µM*
Cc1ccc(-c2cc(C(=O)N(C)Cc3cnn(C)c3C)c3cc(Br)ccc3n2)cc1,-8%,-11%,3%,?,13%[59 µM],0%,-9%,-7%,-10%

# Some of the entries so far, bar-delimited:
mol | Pol eta inh | POLK inh | APE1 inh | Pol iota inh | G9a block | Pol beta inh | Anesthetic bind | BLM inh | BAZ2B block
COc1ccc(/C=N/NC(=O)c2cccc(NC(C)=O)c2)c(OC)c1 | 12% | -5% | -5% | 47%[activator] | 128%[activator][59 µM] | ? | -7% | -2% | -13%
CCOC(=O)CN(C(=O)CNC(=O)c1ccco1)C(C(=O)NC1CCCC1)c1ccccc1OCC (stereo unspecified) | -11% | -4% | 5% | ? | -5%[59 µM] | 1% | -8% | -1% | 0%
COc1ccccc1NC(=S)NC(=O)Cc1ccc(Cl)cc1 | -16% | 2% | 6% | 4% | -2% | 40% | -1% | -2% | -2%
Cc1ccc(C(=O)Nc2cccc(NC(=O)c3cccnc3)c2)cc1 | -16% | 2% | 82%[activator] | 39%[activator] | 12% | 22% | 1% | -2% | -5%

# Later entries:
SMILES,Pol eta inh,POLK inh,APE1 inh,Pol iota inh,G9a block,Pol beta inh,Anesthetic bind,BLM inh,BAZ2B block
COc1ccc(CN(C(=O)c2ccco2)c2ccc(Br)cc2)cc1OC,4%,-8%,-7%,-4%,?,32%,-17%,-10%,-7%
O=C(COC(=O)C1CCC(=O)N1)Nc1ccc(Cl)cc1Cl (stereo unspecified),-17%,0%,-7%,35%[activator],22%[59 µM],20%,-1%,0%,-1%
C=CCNC(=S)Nc1ccc2nc(C)oc2c1,-2%,-13%,-1%,-14%,16%[12.7 µM],8%,-5%,-13%,-2%
Cc1ccc(NC(=O)c2ccccn2)c(Br)c1,-4%,-2%,8%,-3%,7%,5%,-3%,0%,29%
CCOc1ccccc1C1CC(c2ccc(Br)cc2)Nc2nc(N)nn21 (stereo unspecified),-7%,-4%,-7%,30%,1%,6%,37%[activator],-7%,-5%
CCn1c(Cc2cccs2)nnc1SCC(=O)NC1CC1,1%,-1%,10%,3%,-3%,25%,-3%,-2%,-10%
Cc1ccc(OC(=O)N2CCOCC2)cc1,-7%,-9%,1%,71%[activator],12%[12.7 µM],-21%,-7%,0%,-27%
COc1ccc(NC(=O)C2CCCN2S(=O)(=O)c2cccc3cccnc23)cc1OC (stereo unspecified),-22%&-12%,-9%&-3%,52%[activator],32%&7%,33%[activator],-14%&0%,-10%&4%,1%&-2%,-12%&2%
Cc1ccc(NC(=O)Nc2nnc(N3CCCC3)s2)cc1C,-4%,-7%,.,5%,-48%[59 µM],4%,-5%,-13%,?
CCOC(=O)N1CCC(n2c(SCC(=O)Nc3nccs3)nc3ccsc3c2=O)CC1,-5%,-13%,-1%,-1%,-33%,-11%,-9%,-14%,5%
O=C(NCc1ccc(F)cc1)C1CCN(S(=O)(=O)N2CCCCC2)CC1,-1%,-4%,12%,-26%,-9%,43%,-8%,-2%,4%
CCC1CCCCN1Cc1nc(Cc2ccccc2Cl)no1 (stereo unspecified),-3%,-10%,-2%,9%,99%[activator],1%,-9%,-7%,11%
CN(C)CCN1C(=O)NC(C)(c2ccc([N+](=O)[O-])cc2)C1=O (stereo unspecified),-14%,3%,1%,38%[activator],1%,1%,0%,0%,-13%
CCC(=O)N1CCc2cc(S(=O)(=O)NC(Cc3ccccc3)C(=O)NCc3ccc(C)cc3)ccc21 (stereo unspecified),-8%,-13%,.,?,2%[59 µM],?,-3%,1%,.
Cn1c(N)c(C(=O)COC(=O)c2ccc(Cl)nc2)c(=O)n(C)c1=O,-12%,-3%,-6%,121%[activator],16%,1%,1%,1%,-17%
CC(C)(C)C(=O)/C=c1\[nH]c(=O)/c(=C\c2ccc(F)cc2)s1,-16%,-6%,11%,-11%,-7%[59 µM],17%,?,-18%,-34%
O=C(Nc1ccc2c(c1)CCC2)c1ccccc1Br,-8%,-10%,12%,120%[activator],9%,30%,-16%,-3%,3%
Cc1cccc(C(=O)Nc2cccc(OCC(=O)O)c2)c1,-14%,-7%,14%,-1%,5%,-1%,-6%,-1%,2%

# Taken from the entries so far (three entries):
SMILES,Pol eta inh,POLK inh,APE1 inh,Pol iota inh,G9a block,Pol beta inh,Anesthetic bind,BLM inh,BAZ2B block
COc1ccc(CN(C(=O)c2ccco2)c2ccc(Br)cc2)cc1OC,4%,-8%,-7%,-4%,?,32%,-17%,-10%,-7%
O=C(COC(=O)C1CCC(=O)N1)Nc1ccc(Cl)cc1Cl (stereo unspecified),-17%,0%,-7%,35%[activator],22%[59 µM],20%,-1%,0%,-1%
C=CCNC(=S)Nc1ccc2nc(C)oc2c1,-2%,-13%,-1%,-14%,16%[12.7 µM],8%,-5%,-13%,-2%
